Screening data deposited in PubChem by Sanford-Burnham Center for Chemical Genomics.
HKDC1 inhibitor: inhibitors of human hexokinase HKDC1; recombinant HKDC1, G6PDH/diaphorase resazurin coupled fluorescence; inhibition, % at 20 µM; 340,000 compounds, 0.16% hits; AID 493160;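 active = inhibition above about 35% when tested at 20 µM, limit read from the data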;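 note: plate controls were DMSO wells with enzyme for no effect and DMSO wells lacking enzyme for full effect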
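Test system: Recombinant HKDC1 (HK5) hexokinase enzyme, produced in-house | Input: HKDC1 at 5 µg/mL | Buffer or medium: Tris pH 8.0 buffer with MgCl2, Tween-20, BSA, BME | Schedule: 90 min reaction incubation at room temperature, dark | Technique: Resazurin-to-resorufin fluorescence via G6PDH and diaphorase coupling, 525/613 nm | Controls: DMSO wells with and without enzyme mix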
SENP8 block-1: inhibitors of human SENP8 protease; Q96LD8; purified SENP8, Z-RLRGG-aminoluciferin cleavage, luminescence; inhibition, % at 10 µM; 330,000 compounds, 1.2% hits; AID 2540; in the data active = inhibition above about 50%
Target sequence (Q96LD8 whole entry, looked up): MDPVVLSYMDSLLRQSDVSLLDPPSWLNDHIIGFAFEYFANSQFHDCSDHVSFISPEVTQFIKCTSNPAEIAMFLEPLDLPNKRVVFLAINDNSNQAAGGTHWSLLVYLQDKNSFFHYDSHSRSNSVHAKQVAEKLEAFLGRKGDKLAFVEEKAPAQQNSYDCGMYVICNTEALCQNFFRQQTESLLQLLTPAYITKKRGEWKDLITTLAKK
SENP7 inh: SENP7 protease inhibition; Q9BQF6; recombinant SENP7, Z-RLRGG-aminoluciferin luminescence, 40 min; inhibition, % at 5 µM; 330,000 compounds, 1.5% hits; AID 434973;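 active = inhibition above about 50% at the single test dose, limit read from the data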;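 note: plate controls were DMSO with enzyme for no effect and no enzyme buffer wells for full effect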
Target sequence (Q9BQF6 706-1050 limits assumed): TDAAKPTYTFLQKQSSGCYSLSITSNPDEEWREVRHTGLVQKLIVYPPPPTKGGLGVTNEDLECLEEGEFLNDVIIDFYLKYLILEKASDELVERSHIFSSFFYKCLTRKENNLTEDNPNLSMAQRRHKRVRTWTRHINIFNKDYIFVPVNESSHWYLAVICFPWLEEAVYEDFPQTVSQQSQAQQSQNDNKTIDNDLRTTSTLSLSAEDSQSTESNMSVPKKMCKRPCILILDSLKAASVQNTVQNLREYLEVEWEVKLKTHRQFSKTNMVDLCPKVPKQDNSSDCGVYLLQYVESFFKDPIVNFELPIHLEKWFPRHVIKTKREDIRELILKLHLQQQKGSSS
SENP8 block-2: blocks human SENP8 cleavage of Nedd8 substrate; recombinant SENP8, Nedd8 substrate fluorescence; Q96LD8; inhibition, % at 20 µM; AID 602440; 360,000 compounds, 0.64% hits; in the data active = inhibition mostly above about 40%, no sharp cut-off; inactive = mostly below about 27%
NALP3 yeast inh: inhibitors of NALP3 inflammasome in yeast; Yeast reconstituted NLRP3/ASC/caspase-1, beta-gal luminescence, 24 h; inhibition, % at 10 µM; 330,000 compounds, 0.39% hits;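 active = inhibition of 50% or more; inactive = inhibition below 50%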;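 note: plate controls were induced DMSO wells for no effect and uninduced yeast grown without galactose for full effect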
PfG6PD inh: PfG6PD (Plasmodium falciparum) enzyme inhibition | 350,000 compounds, 0.78% hits | inhibition, % at 20 µM | PfGluPho enzyme, NADPH resazurin-diaphorase fluorescence | AID 504690;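 active = inhibition reaching at least a set limit at 20 µM in the primary screen, cut at about 59% in these data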;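 note: 0% = DMSO wells with substrate and 100% = DMSO wells lacking glucose-6-phosphate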
SENP1 inh: inhibitors of human SENP1 SUMO protease catalytic domain; recombinant SENP1 catalytic domain, CyPet-SUMO1-YPet FRET cleavage; AID 624204; inhibition, % at 10 µM; Q9P0U3; 360,000 compounds, 0.21% hits;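 active = inhibition at least 30% at 10 µM, raw YFP signal under a set limit, fluorescence ratio 0.5 to 1.5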;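 note: 0% = enzyme with DMSO and 100% = no enzyme wells; some results filed as inactive read as strong as hits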
Target sequence (Q9P0U3 419-644 limits assumed): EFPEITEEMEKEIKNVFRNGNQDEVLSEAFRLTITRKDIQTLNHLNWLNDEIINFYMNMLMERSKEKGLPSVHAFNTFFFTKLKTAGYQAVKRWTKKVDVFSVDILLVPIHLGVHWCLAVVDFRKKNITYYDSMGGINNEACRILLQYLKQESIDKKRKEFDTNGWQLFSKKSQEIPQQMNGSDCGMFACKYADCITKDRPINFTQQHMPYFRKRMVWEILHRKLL
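Assay system – human recombinant His6-tagged SENP1 catalytic domain enzyme · Input – SENP1 enzyme, 20 pM final · Buffer or medium – Tris pH 8 buffer plus EDTA, NaCl, BME, BSA, NP40, catalase · Schedule – 50 min reaction at room temperature · Technique – FRET read of cyan and yellow fluorescence · Control set – no-enzyme wells low, DMSO-plus-enzyme wells high control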
SENP6 block: inhibitors of human SENP6 protease; Q9GZR1; Recombinant SENP6 catalytic domain, aminoluciferin luminescence; inhibition, % at 10 µM; 330,000 compounds, 1.8% hits;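 active = inhibition above about 50% at the single tested dose, limit read from the data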;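 note: plate controls were DMSO wells with enzyme for no effect and DMSO wells lacking enzyme for full effect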
Apaf-1 inh: inhibitors of human Apaf-1 apoptosome | inhibition, % at 20 µM | O14727 | reconstituted apoptosome caspase-3 activity, DEVD-Rh110 fluorescence | AID 489030 | 330,000 compounds, 0.71% hits; active = inhibition of at least 40% at 20 µM;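 note: plate controls were DMSO wells for no effect and DEVD-CHO caspase inhibitor wells for full effect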
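Assay system – apoptosome proteins · Medium – Hepes buffer, pH 7.5 · Also added – cytochrome c with DEVD-Rh110 · Timing – 30 min compound preincubation, 50 min activation, room temperature · Detection – Rh110 fluorescence, excitation 480 nm, emission 540 nm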
The depositor's hits bear a star.

Structure	Apaf-1 inh	SENP1 inh	SENP8 block-2	HKDC1 inhibitor	SENP8 block-1	PfG6PD inh	NALP3 yeast inh	SENP6 block	SENP7 inh
O=[N+]([O-])c1cccc(-c2nnc3cccc(Cl)n23)c1	3	1	11	-1	0	3	17	4	-2
Cc1ccc(SCc2cc(=O)[nH]c(/N=C(\N)Nc3ccc(C)c(C)c3)n2)cc1	6	1	16	-6	-2	7	1	5	-7
O=C(NCc1ccc(Cl)cc1)C1CCC(CNc2c(N3CCOCC3)c(=O)c2=O)CC1 (stereo not drawn)	-14	3	3	-7	-2	5	-8	21	-8
O=C1[C@H]2[C@@H](/C=C/c3ccccc3)N3C(=O)CN(Cc4ccccn4)C(=O)[C@@]3(Cc3ccccc3)[C@H]2C(=O)N1c1ccccc1	1	-2	2	-3	3	-6	6	9	6
CCn1c(SCc2nc3scc(-c4ccccc4)c3c(=O)[nH]2)nnc1-c1ccc(Cl)cc1	34	1	-7	-3	-15	5	-2	-20	-2
CC1(c2ccc(OC(F)F)cc2)NC(=O)N(/N=C/c2c(O)ccc3ccccc23)C1=O (stereo not drawn)	28	-8	-26	18	1	5	6	-9	7
COc1ccccc1-c1nnc2sc(COc3ccccc3)nn12	-5	2	2	-8	1	-1	31	-4	6
Nc1cc(C(=O)O)ccc1Nc1ccccc1	5	5	-265	-1	2	-17	13	24	13
C=CCn1c(SCC(=O)O)nnc1-c1ccc(C(C)(C)C)cc1	-4	0	19	-5	-6	-5	18	-1	3
O=C(NCCc1cnc[nH]1)c1cccs1	11	-1	18	-6	-14	-14	6	0	-4
CC(=C1C(=O)c2ccccc2C1=O)N1CCC(C(N)=O)(N2CCCCC2)CC1	-25	-8	7	-6	0	-6	-13	-2	1
CCCn1c2c(c(=N)c3c1CCC3)CCC2	-12	1	10	6	5	10	13	-12	1
COc1cccc(N(CC(=O)N2CCN(C)CC2)S(=O)(=O)c2ccc(C)cc2)c1	-2	-3	23	-5	-3	-3	1	-3	1
COCc1cc(=O)[nH]c(/N=C(\N)Nc2ccc(C)cc2C)n1	-4	-1	-5	-8	-6	-20	26	-8	-4
Cc1cc(C(=O)NC2Cc3ccccc3C2)c(C)o1	4	2	20	-4	-7	-1	32	-21	10
Cc1ccc(NC(=O)Cn2c(=O)c3cccn3c3ccccc32)c(C)c1	3	-2	-10	-3	7	3	9	-7	3
Cc1ccc(C)c2sc(NC(=O)c3ccc(N4C(=O)CCC4=O)cc3)nc12	-3	0	-332	-4	6	-12	-1	7	-1
COc1cccc(C(=O)NCc2ccc3c(c2)OCO3)c1OC	-14	-1	19	0	0	-7	25	5	-4
CC(=O)Nc1ccc(C#Cc2ccc(NC(C)=O)cc2)cc1	-3	0	-134	-8	2	5	27	-35	0
CCN(C(=O)c1cc2c(=O)[nH]c3ccc(C)cc3c2s1)c1ccc(OC)cc1	9	3	-3	-9	-7	-4	-16	-12	-7
O=C(CN(Cc1ccc2c(c1)OCO2)C(=O)CNS(=O)(=O)c1ccccc1)NCC1CCCO1 (stereo not drawn)	4	1	8	0	-5	-10	20	-13	-3
CC1CC(C)(C)CC2(C1)NC(=O)N(CC(=O)OCc1ccc(Br)cc1)C2=O (stereo not drawn)	6	-2	7	-7	-11	-18	8	3	-12
Cc1cccc(Nc2n[nH]c(=S)s2)c1C	-6	-2	14	20	6	55	0	4	1
Cc1ccc(NC(=S)N(CCCN2CCN(C)CC2)Cc2cccs2)cc1	-3	0	9	3	7	-7	1	3	6
COc1ccc(C(=O)NC(=S)Nc2ccc(N3CCCC3)cc2)cc1OC	16	8	14	-4	-1	16	16	-7	6
COc1ccc(/C=C2\SC(=S)N(CCC(=O)Nc3ccc(C(=O)O)cc3)C2=O)cc1	-5	-23	18	8	31	-2	7	13	-5
Cc1noc(C(=O)NC2CCCCC2)c1Cl	-6	2	10	2	2	-22	-2	-15	3
CCOc1cc(C2C(C(=O)c3ccco3)=C(O)C(=O)N2CC2CCCO2)ccc1O (stereo not drawn)	-4	0	13	-1	4	23	-10	16	4
Cc1ccc(CN(Cc2cccnc2)C(=O)CN2C(=O)COc3ccccc32)o1	-12	-6	-2	-2	-9	21	10	9	-8
O=C(Nc1ccc(Cl)c(Cl)c1)N1CCCCCC1	3	-1	1	-4	-16	11	24	-1	-8
Cc1ccc(CCNS(=O)(=O)c2cc3c(cc2C)n(C)c(=O)c(=O)n3C)cc1	1	2	-286	-3	10	-1	-10	-5	-1
COc1cc(Br)cc(-c2nc3c(c(=O)[nH]c(=O)n3Cc3ccccc3)n2C)c1O	13	-1	-13	-5	-7	3	9	-2	-9
CN1/C(=C/C(=O)C2CCC2)Sc2ccccc21	4	0	13	-5	12	36	18	21	-5
O=C(Nc1nccs1)c1cc(Cl)ccc1[N+](=O)[O-]	4	1	18	-6	-6	-8	12	-3	-5
c1ccc(NC(=NCc2ccco2)c2ccccc2)cc1	-16	2	10	-8	-2	-3	5	-2	0
CC(Cn1cncn1)NC(=O)c1cc(COc2cccc(C(F)(F)F)c2)on1 (stereo not drawn)	-2	1	8	-1	0	8	2	6	2

Random excerpt: two records from the list, in no set order.
Structure	Apaf-1 inh	SENP1 inh	SENP8 block-2	HKDC1 inhibitor	SENP8 block-1	PfG6PD inh	NALP3 yeast inh	SENP6 block	SENP7 inh
COc1ccc(/C=C2\SC(=S)N(CCC(=O)Nc3ccc(C(=O)O)cc3)C2=O)cc1	-5	-23	18	8	31	-2	7	13	-5
O=C(Nc1ccc(Cl)c(Cl)c1)N1CCCCCC1	3	-1	1	-4	-16	11	24	-1	-8

Next section:
Structure	Apaf-1 inh	SENP1 inh	SENP8 block-2	HKDC1 inhibitor	SENP8 block-1	PfG6PD inh	NALP3 yeast inh	SENP6 block	SENP7 inh
Cn1nnc(NC(=S)NC(=O)c2cc3ccccc3o2)n1	-2	-1	12	-6	-3	-2	17	-1	-6
COc1ccccc1N1CCN(Cc2nc(N)nc(Nc3ccc(C)c(Cl)c3)n2)CC1	20	-3	16	5	-11	8	9	-16	-9
CC(C)C(=O)Nc1ccccc1C(=O)N/N=C/c1ccc([N+](=O)[O-])cc1	5	1	18	5	-2	1	9	-2	1
Cc1ccc(C(=O)CCS(=O)(=O)c2ccc(Cl)cc2)cc1	14	1	12	-1	-5	12	10	-11	-2
CS(=O)(=O)NCc1ccc(C(=O)NCc2ccccc2)cc1	-23	1	15	-1	0	-1	17	-15	-2
CCOC(=O)CC/C(C)=N\N=C1\SC(CC(=O)O)C(=O)N1c1ccccc1 (stereo not drawn)	-7	2	3	-3	-1	-14	14	-5	8
CN(C)c1ccc(C(=S)N2CCNCC2)cc1	-1	0	8	-9	-2	-6	-4	-3	9
C[C@@H]1CN(C(=O)c2nc3ccc(Cl)cn3c2CN(C)CCc2cnn(C)c2)C[C@H](C)O1	-14	-2	-5	-2	-8	8	-5	4	-3
O=C(NCC(c1cccs1)N1CCOCC1)c1cccnc1 (stereo not drawn)	-9	0	-3	4	1	7	13	-12	-7
C/C(CC(=O)Nc1ccc2c(c1)OCO2)=N\NC(=O)C(c1ccccc1)c1ccccc1	11	1	7	2	-5	25	24	7	-6
CCOc1ccc(N(CC(=O)Nc2cccnc2)S(C)(=O)=O)cc1	1	0	11	1	4	-11	6	12	3
CS(=O)(=O)N1CCC(Oc2ccccc2C(=O)NCCCc2cccnc2)CC1	2	1	6	-10	-4	-8	3	-29	-3
O=c1[nH]c2ccccc2cc1CN(Cc1cccnc1)S(=O)(=O)c1ccc([N+](=O)[O-])cc1	11	0	8	-1	5	11	19	14	3
Cn1c(N)c(C(=O)COC(=O)Cc2ccc(Cl)c(Cl)c2)c(=O)n(C)c1=O	-2	-1	-32	-4	7	7	7	2	5
COc1ccc(C(C)=O)cc1COc1ncnc2ccccc12	-2	4	1	-7	-11	6	-1	-15	-10
CCOC(=O)N1CCN(c2ccc(C(=O)CC)cc2F)CC1	1	-2	4	-5	-1	8	14	-24	-2
COc1ccc(NS(=O)(=O)c2cccc(C(=O)N/N=C/c3ccc(O)cc3)c2)cc1	-4	1	-42	13	1	5	-8	-2	1
CCOC(=O)c1cnc2ccccc2c1NCCc1ccc(OC)c(OC)c1	15	-29	-125	1	0	2	6	-6	6
CC(C)(CNc1ccc([N+](=O)[O-])cc1C#N)N1CCOCC1	-13	-4	4	-5	0	6	-3	-3	-9
COc1ccccc1Nc1nnc(SCC2CCCCO2)s1 (stereo not drawn)	-4	0	12	0	88*	5	21	91*	90*
Cc1ccc(/C([O-])=C(/C(=S)NCc2ccc3c(c2)OCO3)[n+]2ccc(N(C)C)cc2)c(C)c1	-7	1	8	-4	-1	-12	16	-3	-2
Cc1ccccc1NC(=O)CCC(=O)N/N=C/c1ccncc1	0	-3	6	-8	-8	11	-1	-18	-5
COc1ccc(C(C(=O)NCCC(C)C)N(CCN2CCOCC2)C(=O)Cn2nnc3ccccc32)c(OC)c1 (stereo not drawn)	5	4	5	-8	0	-7	3	0	0
O=C(CSc1nc2ccccc2o1)Nc1ccccc1N1CCOCC1	5	0	9	-2	0	-10	17	-1	5
Cc1nc2c(ccc3nc(NC(=O)C4CC4)sc32)s1	-16	3	2	0	-14	14	-32	-15	1
